NIH3T3 tox: Cytotoxic Profiling in NIH 3T3 Cell Line of Diverse Libraries Using Quantitative High-Throughput Screening | AID 1345082, 2018 | NIH 3T3 viability, CellTiter-Glo ATP luminescence, 48-72 h | Potency, µM (doses to about 96.7 µM), for the others: top-dose activity change, negative = cytotoxicity, actives largely listed as inhibitors | 4.3% of 94,000 active; also: potency is read from the fitted curve at half-maximal effect; nearly all actives have a fitted effect of over 55% in size
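Mouse fibroblast NIH 3T3 cells, 400 per well, received compound via pintool and were incubated for 48 or 72 hr prior to CellTiter-Glo ATP luminescence measurement.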
HEK cytotox: Cytotoxic Profiling in HEK 293 Cell Line of Diverse Libraries Using Quantitative High-Throughput Screening; Potency, µM (highest dose often 115 µM), without a hit: top-dose activity change, negative = cytotoxicity, hits mostly inhibitors; HEK 293 viability, ATP luminescence (CellTiter-Glo), 48-72 h; 6.6% of 94,000 active; AID 1345083, 2018; also: potency is read from the fitted curve at half-maximal effect; nearly all actives have a fitted effect of over 60% in size
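CellTiter-Glo luminescence (cellular ATP) was read after 48 or 72 hr of compound exposure at 37 degree Celsius. Cells were HEK 293 plated at 250 cells/well.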
GPT2 inh: Primary qHTS assay for inhibitors of Glutamate pyruvate transaminase 2 (GPT2) | Alanine aminotransferase 2 (Homo sapiens), Q8TD30 | Recombinant GPT2, coupled pyruvate oxidase/HRP Amplex Red fluorescence | Potency, µM (top dose mostly 57.7 µM), inactives show at the top dose activity change, negative = inhibition, actives largely listed as inhibitors | 0.25% of 100,000 active | AID 1671188, 2021; also: potency is read from the fitted curve at half-maximal effect; nearly all actives have a fitted effect of over 60% in size; many of its hits are not listed in these tables
Target sequence (Q8TD30 whole entry, looked up): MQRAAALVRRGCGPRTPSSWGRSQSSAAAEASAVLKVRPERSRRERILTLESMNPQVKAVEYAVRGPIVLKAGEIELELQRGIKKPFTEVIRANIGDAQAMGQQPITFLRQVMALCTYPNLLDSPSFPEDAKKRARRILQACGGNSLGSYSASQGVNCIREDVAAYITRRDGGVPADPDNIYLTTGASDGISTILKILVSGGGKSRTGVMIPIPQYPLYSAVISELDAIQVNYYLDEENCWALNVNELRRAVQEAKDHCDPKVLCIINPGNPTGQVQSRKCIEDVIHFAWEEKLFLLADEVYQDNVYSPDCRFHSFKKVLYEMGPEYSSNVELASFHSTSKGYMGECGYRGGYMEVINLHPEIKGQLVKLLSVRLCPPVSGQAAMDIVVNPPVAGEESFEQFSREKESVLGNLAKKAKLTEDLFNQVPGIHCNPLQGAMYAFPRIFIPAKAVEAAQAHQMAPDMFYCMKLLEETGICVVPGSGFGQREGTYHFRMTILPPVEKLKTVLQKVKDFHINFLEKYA
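Fluorescence of coupled pyruvate oxidase/HRP/Amplex Red system (50uM Amplex, 30 min, dark) reports pyruvate formed by GPT2. Enzyme reaction: 10ng/uL GPT2, 2mM L-alanine, 250uM a-KG, 30 min room temperature, pH 7.5; 50uM AOA control.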
SNCA expr inh: Primary qHTS assay for inhibitors of alpha-synuclein gene (SNCA) expression. AID 1671194, 2021. HEK-293 SNCA-luciferase knock-in, luminescence, 24 h. 0.17% of 140,000 active. Potency, µM (doses to about 57.2 µM), without a hit: top-dose activity change, negative = inhibition, usual class: inhibitors;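 also: potency is read from the fitted curve at half-maximal effect; plate controls were DMSO cells for no effect and cell-free wells for full effect; nearly all actives have a fitted effect of over 45% in size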
FLuc inh: Firefly luciferase inhibition profiling of diverse chemical library using quantitative high-throughput screening; AID 1347043, 2019; 2.5% of 76,000 active; Luciferin 4-monooxygenase (Photinus pyralis), P08659; purified P. pyralis luciferase, luminescence, biochemical; Potency, µM (doses to about 115 µM), inactives show at the top dose activity change, negative = inhibition, most hits filed as inhibitors; also: potency is read from the fitted curve at half-maximal effect; nearly all actives have a fitted effect of over 65% in size
Target sequence (P08659 whole entry, looked up): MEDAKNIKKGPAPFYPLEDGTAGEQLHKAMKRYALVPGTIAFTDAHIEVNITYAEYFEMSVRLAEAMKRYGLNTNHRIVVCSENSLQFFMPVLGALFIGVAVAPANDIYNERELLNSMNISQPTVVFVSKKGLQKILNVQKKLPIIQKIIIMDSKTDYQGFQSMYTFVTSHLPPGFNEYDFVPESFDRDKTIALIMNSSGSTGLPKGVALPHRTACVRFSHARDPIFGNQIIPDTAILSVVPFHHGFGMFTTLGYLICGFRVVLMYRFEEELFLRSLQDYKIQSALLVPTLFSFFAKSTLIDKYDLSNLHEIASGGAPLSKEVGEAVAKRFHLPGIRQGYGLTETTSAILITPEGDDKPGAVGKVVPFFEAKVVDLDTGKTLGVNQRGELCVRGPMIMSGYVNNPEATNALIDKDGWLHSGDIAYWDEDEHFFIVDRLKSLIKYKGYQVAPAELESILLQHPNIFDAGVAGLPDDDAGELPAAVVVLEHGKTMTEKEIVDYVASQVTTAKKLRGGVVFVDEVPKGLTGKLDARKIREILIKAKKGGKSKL
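Cell-free enzyme assay, 10nM P. pyralis luciferase, luciferin and ATP each at 10uM. Inhibition profiled over a 6-point titration, read as luminescence.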
SNCA viab count: GF-AFC viability counterscreen for inhibitors of alpha-synuclein gene (SNCA) expression. HEK-293-SNCA-luc viability, GF-AFC fluorescence, 24 h. Potency, µM (titrated, usually from 57.1 µM), for the others: at the highest dose activity change, negative = cytotoxicity, hits mostly cytotoxic. 0.12% of 150,000 active. AID 1671193, 2021;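 also: potency is read from the fitted curve at half-maximal effect; 0% = DMSO-treated cells and -100% = medium-only wells without cells; nearly all actives have a fitted effect of over 30% in size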
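HEK-293-SNCA-luc cells (1500/well) plated 24 h, then exposed 24 h to a dilution series; GF-AFC added 30 min at 37C, fluorescence 405/540 nm; normalised to medium-only and DMSO wells, Hill fit.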
IP6K1 inhibitor: Primary qHTS assay for small molecule inhibitors of Inositol hexaphosphate kinase 1 (IP6K1). Inositol hexakisphosphate kinase 1 (Homo sapiens), Q92551. IP6K1 kinase, ADP-Glo luminescence, 2 h; active compounds read low. activity change, % (series mostly up to about 58 µM). 0.81% of 140,000 active. AID 1645851, 2021; in the data active = activity change below about -25%
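ADP-Glo luminescence measures ADP made by human IP6K1 during a 2 h RT reaction with ATP/IP6 (mix at 1.3 mM/130 uM); top library doses 57.5 and 19.1 uM final.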
* marks the source's active call; other numbers are inactive results; i = inactive; u = inconclusive; x = no result given; [ ] = remark or other dose. Unless noted, calls follow the shape of the dose curve; as a rule, active = well fitted curve in the direction sought with a large enough effect; inconclusive = small, poorly fitted or top-dose-only effect, or another doubt; inactive = no such curve, though single readings can be large; an effect the other way counts as inactive or inconclusive. Unless noted, % is scaled to controls: 0 for no effect and ±100 for the full control effect.

Results follow in this order: SNCA viab count | FLuc inh | HEK cytotox | IP6K1 inhibitor | SNCA expr inh | NIH3T3 tox | GPT2 inh
Cc1ccsc1C(=O)N1CC[C@@H]2COCCN(Cc3ccncc3)[C@@H]2C1
→ 10% | x | u | 19 | 108%[activator] | -21% | i
CC(C)(C)c1ccc(NC(=O)O[C@@H]2CO[C@H]3[C@@H]2OC[C@@H]3Nc2nccc(-c3cccc(F)c3)n2)cc1
→ 4% | -18% | u | -4 | -6% | u | -29%
CCN(CC)c1cc2c(cc1F)c(=O)c(S(=O)(=O)c1cccc(C)c1)cn2C
→ -4% | x | x | -6 | u | x | x
CCN(Cc1cccc2cnccc12)CC1CCCN(CCc2cccc(F)c2)C1 (centres undefined)
→ u | 8% | 18µM* | 1 | u | 40µM* | -7%
CCOc1ccc(OCC)c(NC(=O)C2CCN(S(=O)(=O)c3ccc(Br)s3)CC2)c1
→ -11% | x | x | 13 | -12% | x | x
COCCn1ncc(N2CCCC(CC(=O)N3CC=C(c4ccccc4)CC3)C2)cc1=O (centres undefined)
→ 3% | -3% | -24% | 3 | 0% | u | -14%
OCc1cc(CC2(NCc3ccc(CO)o3)COC2)no1
→ 3%[87.6 µM] | 1%[172 µM] | -3%[172 µM] | 7 | -4%[87.6 µM] | 2%[174 µM] | i
CCc1ccc(C(=O)CC2(O)C(=O)N(CCc3ccccc3)c3ccc(Br)cc32)cc1 (centres undefined)
→ -9% | x | x | 17 | u | x | x
CCOc1ccc(-n2nc(CO)c(C(=O)NCc3ccc(Cl)cc3)n2)cc1
→ 2% | x | x | 22 | u | x | x
COc1ccc(Cl)cc1NC(=O)N1CCC2(CC1)Oc1ccccc1C(=O)N2Cc1ccc(F)cc1
→ -25% | x | x | -3 | -28% | x | x
Cc1ccc(CN2C(=O)OC(c3cccc(NC(=O)C(C)C)c3)C2C(=O)NCc2ccco2)cc1 (centres undefined)
→ 3% | -7% | u | 7 | 6% | -18% | 1%
CC(=O)N1CCc2c(sc(NC(=O)CSc3ccccc3)c2-c2nc3ccccc3s2)C1
→ u | x | x | 0 | u | x | x
CN1CC(=O)N(C2CCCNCC2)Cc2c(NCCCn3ccnc3)ncnc21 (centres undefined)
→ 0% | x | 2% | 9 | 2% | 1% | -7%
CCc1ccccc1NC(=O)c1ccc2c(c1)nnn2C1CCCC1
→ -6% | x | x | 5 | 31%[activator] | x | x
CC(C)(C)C(=O)N1CCN(c2ccnc3ccnn23)CC1
→ -2%[87.6 µM] | x | 2%[172 µM] | -15 | 20%[87.6 µM] | 0%[138 µM] | i

Reformatted with each value named: entries from further up
CCOc1ccc(-n2nc(CO)c(C(=O)NCc3ccc(Cl)cc3)n2)cc1
  SNCA viab count: 2%
  FLuc inh: x
  HEK cytotox: x
  IP6K1 inhibitor: 22
  SNCA expr inh: u
  NIH3T3 tox: x
  GPT2 inh: x

CC(C)(C)c1ccc(NC(=O)O[C@@H]2CO[C@H]3[C@@H]2OC[C@@H]3Nc2nccc(-c3cccc(F)c3)n2)cc1
  SNCA viab count: 4%
  FLuc inh: -18%
  HEK cytotox: u
  IP6K1 inhibitor: -4
  SNCA expr inh: -6%
  NIH3T3 tox: u
  GPT2 inh: -29%

OCc1cc(CC2(NCc3ccc(CO)o3)COC2)no1
  SNCA viab count: 3%[87.6 µM]
  FLuc inh: 1%[172 µM]
  HEK cytotox: -3%[172 µM]
  IP6K1 inhibitor: 7
  SNCA expr inh: -4%[87.6 µM]
  NIH3T3 tox: 2%[174 µM]
  GPT2 inh: i

CN1CC(=O)N(C2CCCNCC2)Cc2c(NCCCn3ccnc3)ncnc21 (centres undefined)
  SNCA viab count: 0%
  FLuc inh: x
  HEK cytotox: 2%
  IP6K1 inhibitor: 9
  SNCA expr inh: 2%
  NIH3T3 tox: 1%
  GPT2 inh: -7%

The list continues:
Results follow in this order: SNCA viab count | FLuc inh | HEK cytotox | IP6K1 inhibitor | SNCA expr inh | NIH3T3 tox | GPT2 inh
COc1ccc(-n2nc(C(=O)O)c(=O)n(C)c2=O)cc1
→ 16% | x | x | -3 | 7% | x | x
COCc1ccc2c(c1)c(OC(C)(C)C(=O)NC1CCC(O)CC1)nn2CCC(C)C (centres undefined)
→ -12%[87.6 µM] | -3%[172 µM] | u | 6 | u | 13µM* | i
O=C(CSC1=Nc2ccccc2N=C(c2ccc(F)cc2)C1)NCc1ccccc1Cl
→ 4% | x | x | 3 | -13% | x | x
O=C(c1ccccc1F)N1CCC(C(=O)N2CCC(N3CCOC3=O)CC2)CC1
→ -3% | x | -6% | -3 | -28% | -15% | i
COCCN1CCC2(CCC1=O)CCN(C(=O)c1ccc(Cc3c(C)noc3C)o1)CC2
→ 4% | 0% | -24% | -2 | -13% | u | i
Cc1nc2c(c(-c3ccc(O)cc3)n1)CN(Cc1ccnn1C)CC2
→ 6% | -4% | -10% | 15 | -2% | -21% | -1%
O=C(NCc1ccc(F)cc1)c1cn2cc(-c3ccccc3)sc2n1
→ -4%[87.6 µM] | x | 79µM* | 6 | 76%[activator][87.6 µM] | u | -14%[88.5 µM]
CC(O)(C(=O)C1CC1(CO)COC1OC(CO)C(O)C(O)C1O)C1C(O)CC2C3CC=C4CC(O)CC(O)C4(C)C3C(O)CC21C (centres undefined)
→ -44%[23.9 µM] | x | x | -1 | x | x | 1%[17.1 µM]
Cc1ccc(C2Cn3nnc(C(=O)N4CCN(C(=O)c5cccc(Cl)c5)CC4)c3CO2)cc1 (centres undefined)
→ 6% | -4% | 32µM* | 14 | -11% | u | i
CN(CC(=O)N1CCCC(CCc2ccc(F)cc2)C1)C1CCNCC1 (centres undefined)
→ -10% | 1% | u | 13 | -16% | u | 3%
O=C(C1CC1)N1CCc2cc(Br)cc(S(=O)(=O)N3CCN(c4cccc(Cl)c4)CC3)c21
→ 5% | x | x | -23 | 25% | x | x
NC(=O)CSc1nc2cc3c(cc2c(=O)n1CCCCCC(=O)NCc1ccc2c(c1)OCO2)OCO3
→ -20% | x | x | 9 | -4% | x | x
C=CCNC(=O)C(NC(=O)c1ccc(OC)cc1)C1CCN(C(=O)c2cccc(F)c2)CC1 (centres undefined)
→ -5% | 4% | -4% | -3 | 1% | -4% | i
COc1ccc(NC(=O)[C@@H]2C[C@H](c3ccc(F)cc3)N(Cc3csc(C)n3)C2)c(C)c1
→ -21%[87.6 µM] | -1%[172 µM] | 89µM* | -1 | u | 71µM* | 1%[88.5 µM]
CC(C)CC(=O)NCC(=O)N1CCN(c2ccccn2)CC1
→ 1% | -1% | 9% | 11 | 34%[activator] | 2% | i
O=C(NCc1ccc(F)cc1)C1CCc2nnc(C3CC3)n21 (centres undefined)
→ 7%[12.5 µM] | x | -13% | 9 | 2% | -3% | i
CCCCNC(=O)Cc1csc2nc(C)c(-c3cc(C)n(-c4cccc(Cl)c4)n3)c(=O)n12
→ -4% | 3% | -25% | 23 | -14% | -27% | i
COc1ccc(Cl)cc1-n1nc(C2CC2)nc1C(C)Cn1cncn1 (centres undefined)
→ -13% | -1% | -7% | 8 | u | -21% | u
COc1ccc(-c2nc3nc(C)cc(N4CCN(c5cccc(C(F)(F)F)c5)CC4)n3n2)cc1
→ 0% | x | x | 4 | 44%[activator] | x | x
COc1ccc(C(=O)Nc2nc3n(n2)C(c2ccc(Cl)cc2)C=C(c2ccccc2)N3)cc1OC (centres undefined)
→ u | x | x | 21 | -13% | x | x
OCC1CN(Cc2nccs2)CCC12CCN(Cc1cnc[nH]1)CC2 (centres undefined)
→ 11% | 3% | -4% | -1 | -5% | -13% | i
Cc1cccc(N2CCN(C(=O)CCSCc3ccccc3F)CC2)c1C
→ 5% | x | x | -8 | 54%[activator] | x | x
Cc1cccc(Cn2c(-c3cccc(Br)c3)nc3ccccc32)c1
→ -3% | x | x | 3 | 15% | x | x
CC(=O)c1cccc(Nc2c3c(nc4nc(-c5cccs5)nn24)CCCC3)c1
→ u | x | x | -13 | -20% | x | x
O=C(NCc1ccccc1)c1cn(C2CN(C(=O)c3cccs3)C2)nn1
→ 13% | x | -7% | 6 | 16% | -16% | i
CCC1=C(C(=O)OC)C(c2cccc(C)c2)N2C(CC(=O)Nc3ccc(OC)cc3)=CSC2=N1 (centres undefined)
→ -20% | -12% | 40µM* | 19 | -29% | u | i
O=C(c1cccc(F)c1)N1CCC(Oc2ccccc2-c2nc(C3CCOCC3)no2)C1 (centres undefined)
→ -24% | 2% | u | -10 | u | -17% | i
CC(C)CNC(=O)CC1Sc2ncccc2N(CC(C)C)C1=O (centres undefined)
→ 8% | -6% | -29% | -3 | -3% | -17% | u
CN1C(=O)Cc2cc(S(=O)(=O)NCCc3ccccc3)ccc21
→ -3% | x | x | 21 | 46%[activator] | x | x
CC(CCn1cccn1)NC(=O)c1csc2nc(-c3ccc(C(F)(F)F)cc3)cn12 (centres undefined)
→ -3% | 13µM* | u | -1 | -7% | u | -6%
Cn1cc(-c2ccccc2Oc2ccccc2)c2nc(CN3CCOCC3)cn2c1=O
→ -3%[87.6 µM] | 14%[172 µM] | -7%[172 µM] | -4 | 39%[87.6 µM] | 89µM* | -1%[88.5 µM]
O=C(c1ccc(C(F)(F)F)cc1)N1CCC2(CC1)COc1ccccc1S(=O)(=O)N2
→ -4% | x | u | 19 | -24% | -13% | -10%
O=C(c1ccc(N2CC3CC(C2)[C@H]2CCCC(=O)N2C3)nc1)N1CCN(C2CCCCC2)CC1 (some centres undefined)
→ 11% | 2% | -8% | -1 | 7% | 3% | i
CN1CCCCC(CC(=O)Nc2ccc(OC(F)(F)F)cc2)C1=O (centres undefined)
→ -9% | -22% | -17% | 1 | 20% | 1% | i
Cn1nnc(-c2cccc(NC(=O)C[C@H]3NC(=O)c4ccccc4NC3=O)c2)n1
→ 4% | -10% | u | 4 | 2% | -16% | 4%
CCN1c2cc(C(=O)N3CCSCC3)ccc2C(=O)N2CCCCCC21 (centres undefined)
→ -8%[12.5 µM] | 1% | 2% | 1 | -2% | -1% | i
CC(C)n1cnc(S(=O)(=O)N2CCCC(C(=O)NCc3ccccc3Cl)C2)c1 (centres undefined)
→ -7% | x | x | -5 | 4% | x | x
COC(=O)C1=C(C)N=C2SC=C(CC(=O)NCC3CCCO3)N2C1c1ccc(C)cc1C (centres undefined)
→ u | -5% | -9% | 2 | 17% | -4% | -8%

From PubChem BioAssay

An excerpt; the hit share may differ from the screen's.
